STK33 inh = inhibitors of purified STK33 kinase, primary screen, biochemical, ADP-Glo luminescence, homogeneous, cell-free | Serine/threonine-protein kinase 33 (Homo sapiens), Q9BYT3 | MBP phosphorylation | inhibition, % at 10 µM | actives 0.073% (n = 320,000) | AID 2661, 2010;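 active = inhibition at or above 25%, using the most active replicate where run in duplicate; inactive = inhibition below 25%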
Target sequence (Q9BYT3 whole entry, looked up): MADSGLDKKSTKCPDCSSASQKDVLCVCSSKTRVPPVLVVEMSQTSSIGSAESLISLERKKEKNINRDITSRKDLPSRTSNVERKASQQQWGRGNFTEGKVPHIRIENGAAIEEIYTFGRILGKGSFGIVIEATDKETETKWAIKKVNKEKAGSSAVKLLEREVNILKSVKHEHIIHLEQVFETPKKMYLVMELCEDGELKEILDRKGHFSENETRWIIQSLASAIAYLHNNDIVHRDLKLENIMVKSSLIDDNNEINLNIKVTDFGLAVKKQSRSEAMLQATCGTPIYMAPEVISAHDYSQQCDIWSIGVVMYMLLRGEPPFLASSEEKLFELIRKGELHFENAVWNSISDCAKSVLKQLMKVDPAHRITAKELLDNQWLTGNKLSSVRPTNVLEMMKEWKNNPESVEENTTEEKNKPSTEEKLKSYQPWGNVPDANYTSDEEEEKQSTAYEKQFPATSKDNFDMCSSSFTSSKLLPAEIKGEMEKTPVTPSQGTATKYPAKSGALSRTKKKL
OX1R antag-1 = OX1R (HCRTR1) antagonists, primary screen, fluorescence, CHO/OX1R cells, Fluo-8 calcium, orexin A; AID 434989, 2010; inhibition, % at 5 µM; Orexin/Hypocretin receptor type 1 (Homo sapiens), O43613; actives 0.43% (n = 330,000); Fluo-8 calcium fluorescence;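 active = inhibition above its plate's threshold, mean inhibition of all tested compounds on the plate plus 3 SD, cut at about 37% in these data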;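 also: 0% = orexin A challenge wells and 100% = SB-334867-A antagonist wells; not every result past the cut was called active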
Target sequence (O43613 whole entry, looked up): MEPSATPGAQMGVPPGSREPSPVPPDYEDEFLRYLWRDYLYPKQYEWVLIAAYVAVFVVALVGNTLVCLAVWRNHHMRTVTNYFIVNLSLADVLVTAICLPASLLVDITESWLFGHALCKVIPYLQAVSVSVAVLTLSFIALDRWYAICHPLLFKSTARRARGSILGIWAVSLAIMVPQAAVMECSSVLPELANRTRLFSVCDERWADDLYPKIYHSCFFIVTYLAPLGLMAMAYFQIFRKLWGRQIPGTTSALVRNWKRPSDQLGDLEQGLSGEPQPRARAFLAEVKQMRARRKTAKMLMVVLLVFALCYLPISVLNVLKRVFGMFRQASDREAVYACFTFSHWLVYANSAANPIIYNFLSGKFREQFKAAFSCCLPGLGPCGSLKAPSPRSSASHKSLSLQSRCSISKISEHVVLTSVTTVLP
OX1R antag-2 = antagonists of human orexin 1 receptor (OX1R); OX1R-expressing cells, FRET antagonist read-out; inhibition, % at 6.6 µM; actives 1.8% (n = 330,000); AID 485270, 2010; in the data active = inhibition mostly above about 38%, no sharp cut-off; inactive = mostly below about 40%;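 also: 0% = agonist challenge alone and 100% = reference antagonist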
* marks the source's active call; other numbers are inactive results; nt = no result given.

entry	Molecule	OX1R antag-1	STK33 inh	OX1R antag-2
1	CC(Cc1cccs1)NC(=O)Nc1cccc(Cl)c1 (stereo not given)	-11	-3.3	27
2	COc1ccc(/C=N/N2CCN(C3c4ccccc4-c4ccccc43)CC2)cc1OC	-15	0.3	12
3	Cc1cc(NC(=O)C2Oc3ccccc3OC2C)no1 (stereo not given)	3	0.2	4
4	CCOc1ccc2nc(N3CCCC(C(=O)NCCCN4CCOCC4)C3)sc2c1 (stereo not given)	-29	-0.1	7
5	CCN(CC)C(=O)CN(C#N)c1nc(NC(C)C)nc(NC(C)C)n1	-18	-1.7	8
6	Cc1ccc(S(=O)(=O)NCC(=O)OCC(=O)N2N=C(c3ccc(Cl)cc3)CC2c2ccco2)cc1C (stereo not given)	-4	-1.5	7
7	COc1ccc(OC)c(NC(=O)C2CCCCC2C(=O)O)c1 (stereo not given)	-17	-1.5	41
8	COc1cccc(NC(=O)CSc2nn3c(=O)c(C)nnc3s2)c1	-4	0.4	15
9	CN(c1ccc(C(=O)O)cc1)S(=O)(=O)c1ccc(Cl)cc1	11	-0.9	18
10	CCOc1cc(-c2cc(-c3ccc(C)cc3)nc(N)c2C#N)ccc1O	-4	2.0	7
11	CCCCOC(=O)Nc1cccc(C(=O)OCC)c1	-11	-1.3	40
12	Cc1nn(Cc2ccccc2)c(=O)n1N(C)c1ncc(C(F)(F)F)cc1Cl	-16	-1.4	29
13	COc1ccc(-c2cc(C(=O)N3CCN(c4ncccn4)CC3)c3ccccc3n2)cc1	-28	-0.7	6
14	Cc1cccc(Oc2c(C=O)c3ccccc3n2C)c1	-29	-1.4	40
15	CCCCNC(=O)C1CCCN(S(=O)(=O)c2ccc(-n3cnnn3)cc2)C1 (stereo not given)	-10	-1.2	32
16	O=C(COC(=O)c1cc(-c2cccnc2)nc2ccccc12)Nc1ccc(F)cc1F	-23	0.7	18
17	O=c1c(-c2ccco2)[n+]([O-])c2ccccc2n1OCc1ccccc1	-8	5.8	50
18	CCOC(=O)C(Cc1ccccc1)NC(=O)CCc1nnc2ccc(N3CCCCC3)nn12 (stereo not given)	-24	4.0	24
19	Cc1ccc(NC(=O)c2cc(S(=O)(=O)N3CCOCC3)cn2C)c(C)c1	-23	-0.5	-8
20	CCOC(=O)N1CCN(C(=O)COc2ccc([N+](=O)[O-])cc2)CC1	15	-1.9	19
21	CN1C(=O)C(C)(C)c2cc(S(=O)(=O)NCC3CCC(C(=O)NCc4ccc(F)cc4)CC3)ccc21 (stereo not given)	-2	-0.7	13
22	O=C(Cn1c(COc2ccccc2)nc2ccccc21)Nc1cc(Cl)c(Cl)cc1Cl	1	-3.3	24
23	O=C(C1=NN[C@@H]2C(=O)N(c3cccc(C(F)(F)F)c3)C(=O)[C@H]12)C(c1ccccc1)c1ccccc1	-22	-2.1	20
24	CCCCN(C(=O)Nc1ccccc1)C1CCS(=O)(=O)C1 (stereo not given)	12	-0.9	5
25	CCn1cc(CN2CCC(C(=O)Nc3cccc(-c4cccc(F)c4)c3)CC2)cn1	-10	-0.7	14
26	CC1CN2C(c3ccc(Cl)cc3)=CSC2=N1 (stereo not given)	-10	-0.2	-1
27	CCOC(=O)C1CCCN(C(=O)c2cc3cc(Br)ccc3oc2=O)C1 (stereo not given)	-41	-0.3	34
28	COCC(=O)NNC(=O)c1ccccc1OC	1	-1.2	1
29	COc1ccc(CCN2CC(C(=O)NCc3cccc4[nH]ccc34)CCC2=O)cc1 (stereo not given)	-27	-1.6	28
30	Cc1cc(=O)oc2c1c(C)nn2-c1nn[nH]n1	-7	-1.6	12

The list continues.
entry	Molecule	OX1R antag-1	STK33 inh	OX1R antag-2
31	CC(NC(=O)c1cc2c(s1)CCCC2)C(C)(C)C (stereo not given)	0	-0.3	19
32	O=C(Cc1ccccc1[N+](=O)[O-])OCC(=O)N1CCN(c2ccccc2)CC1	-23	-0.5	5
33	Cc1ccc(NS(=O)(=O)c2ccc(OCC(=O)NCc3ccco3)cc2)cc1	-13	-0.5	7
34	O=C(CSc1nnnn1C1CCCC1)N1CCOCC1	1	-0.3	4
35	CCOc1ccc(Nc2nc(Cc3nnc(SCC(=O)c4ccc(C)cc4)o3)cs2)cc1	-24	0.5	15
36	COc1ccc(F)cc1S(=O)(=O)n1nnc2ccccc21	-9	4.7	1
37	CCOc1ccc(OCC)c(NC(=O)C2CCCN(c3nc(C)cc(C)n3)C2)c1 (stereo not given)	-50	0.5	25
38	O=C(CC12CC3CC(CC(Br)(C3)C1)C2)NC1=NCCS1	-36	-2.8	1
39	Cc1ccc(-c2ccc(S(=O)(=O)Nc3cccnc3)cc2)cc1	-2	0.6	30
40	CN1CCCN(C(=O)C2CCCCC2)CC1	-2	-0.7	18
41	Cc1ccc(S(=O)(=O)CCC(=O)OCC(=O)N2CC(=O)Nc3ccccc32)cc1	-7	-1.2	15
42	CCOc1cccc(NC(=O)C2CC(=O)N(C)C2)c1 (stereo not given)	-3	-1.4	7
43	Cc1ccc(C(=O)NNC(=O)C2CSC3(C)CCC(=O)N23)cc1 (stereo not given)	2	-0.5	10
44	CCOC(=O)/C(C#N)=C\c1ccc(N2CCN(C)CC2)cc1	-9	14	8
45	Cc1cc2cc(C(=O)N3CCc4c([nH]c5ccccc45)C3c3ccccn3)ccc2o1 (stereo not given)	-40	-1.4	13
46	CCC(C)Nc1nc2c(c(=O)n(C)c(=O)n2C)n1C (stereo not given)	-6	0.0	10
47	COc1ccc(NC(=O)C/C(C)=N/NC(=O)c2cccs2)c([N+](=O)[O-])c1	-24	0.2	38
48	CCNC(=S)Nc1ccccc1-c1ccccc1	-18	0.1	14
49	Cn1ccnc1C(O)(c1ccccc1)c1ccccc1	-11	-1.1	5
50	c1ccc(C[C@H]2CN=C(Nc3ccccc3)N2CCCC2CCCC2)cc1	-25	1.8	8
51	CC(C(=O)Nc1ccccc1Oc1ccccc1)c1ccccc1 (stereo not given)	-24	-3.8	4
52	Cc1ccc(OCCn2c(=S)[nH]c3c(N)ncnc32)cc1	6	-0.9	14
53	O=C(O)c1cccc(N2C(=O)c3cccc4c(Cl)ccc(c34)C2=O)c1	-22	-0.9	8
54	CCOc1ccc(CNC(=O)c2nnc(CS(=O)(=O)c3ccccc3)o2)cc1OC	7	0.1	10
55	CC(C)c1c(O)cc(-c2ccncc2)n(-c2ccc(Cl)cc2)c1=O	-8	-0.3	16
56	Nc1nonc1C(=O)NCCNc1ccc([N+](=O)[O-])cc1	1	-0.4	6
57	Cc1cc(C)nc(Nc2n[nH]c(COc3ccc4ccccc4c3)n2)n1	-5	-0.3	7
58	COc1cccc(-c2nnc(NC(=O)c3cccc(F)c3)o2)c1	19	0.3	28
59	CCO[C@@H]1OC(C(=O)N2CCN(Cc3ccc4c(c3)OCO4)CC2)=C[C@H](c2ccc(Br)cc2)[C@H]1CCCO	-7	-0.7	17
60	O=C(NC1=NCCS1)C1Cc2ccccc2CN1C(=O)c1ccccc1 (stereo not given)	-40	-0.4	22

13 structures already listed, ordered by heavy-atom count, lowest first:
entry	Molecule	OX1R antag-1	STK33 inh	OX1R antag-2
31	CC(NC(=O)c1cc2c(s1)CCCC2)C(C)(C)C (stereo not given)	0	-0.3	19
46	CCC(C)Nc1nc2c(c(=O)n(C)c(=O)n2C)n1C (stereo not given)	-6	0.0	10
49	Cn1ccnc1C(O)(c1ccccc1)c1ccccc1	-11	-1.1	5
56	Nc1nonc1C(=O)NCCNc1ccc([N+](=O)[O-])cc1	1	-0.4	6
44	CCOC(=O)/C(C#N)=C\c1ccc(N2CCN(C)CC2)cc1	-9	14	8
39	Cc1ccc(-c2ccc(S(=O)(=O)Nc3cccnc3)cc2)cc1	-2	0.6	30
51	CC(C(=O)Nc1ccccc1Oc1ccccc1)c1ccccc1 (stereo not given)	-24	-3.8	4
53	O=C(O)c1cccc(N2C(=O)c3cccc4c(Cl)ccc(c34)C2=O)c1	-22	-0.9	8
60	O=C(NC1=NCCS1)C1Cc2ccccc2CN1C(=O)c1ccccc1 (stereo not given)	-40	-0.4	22
33	Cc1ccc(NS(=O)(=O)c2ccc(OCC(=O)NCc3ccco3)cc2)cc1	-13	-0.5	7
54	CCOc1ccc(CNC(=O)c2nnc(CS(=O)(=O)c3ccccc3)o2)cc1OC	7	0.1	10
45	Cc1cc2cc(C(=O)N3CCc4c([nH]c5ccccc45)C3c3ccccn3)ccc2o1 (stereo not given)	-40	-1.4	13
35	CCOc1ccc(Nc2nc(Cc3nnc(SCC(=O)c4ccc(C)cc4)o3)cs2)cc1	-24	0.5	15

More results follow.
entry	Molecule	OX1R antag-1	STK33 inh	OX1R antag-2
61	CN1CCC(N(C)C(=O)c2cc(=O)c3ccccc3o2)CC1	-14	-0.2	12
62	Cc1cc(NS(=O)(=O)c2ccc(NC(=S)NC(=O)c3ccc(Br)cc3)cc2)no1	-12	nt	23
63	CCOc1ccc(NC(=O)CCNS(=O)(=O)c2ccc3c(c2)CCC(=O)N3)cc1	-11	-2.1	12
64	CN(C)CC(=O)c1c[nH]c2ccccc12	3	-1.6	18
65	CSc1ccccc1OCc1cc(C(=O)N(C)Cc2cnccn2)no1	-10	-3.4	28
66	COC(=O)c1nn(-c2ccc(OC)cc2)c(=O)cc1NN	-4	-0.8	19
67	O=C(N/N=C/c1cc(Cl)cc([N+](=O)[O-])c1O)NC12CC3CC(CC(C3)C1)C2	-1	0.2	-6
68	O=c1cc(CN2CCN(Cc3ccccc3)CC2)c2ccc(O)cc2o1	-6	-3.1	13
69	O=C(NCCO)N1c2ccccc2Sc2ccccc21	-7	-2.4	10
70	CCC(=O)Nc1ccc(NC(=O)CSc2nnc(-c3ccc(O)cc3)n2CC2CCCO2)cc1 (stereo not given)	-12	-4.7	10
71	Cc1ccc(N(CC(=O)NC2CCCC2)C(=O)CCC(=O)Nc2ccccn2)cc1C	-20	-0.2	7
72	Cc1cc2c(cc(C(=O)OC(C(=O)NCc3ccco3)C(C)C)n2C)o1 (stereo not given)	-35	0.3	16
73	O=S(=O)(c1ccc(S(=O)(=O)N2CCC3(CC2)OCCO3)cc1)N1CCCC1	-17	0.3	17
74	CC(=O)N1CCN(c2ccccc2NC(=O)COc2ccc(Cl)cc2Cl)CC1	-23	19	37
75	C=CCn1c(SCCN2CCCC2)nc2c([nH]c3ccccc32)c1=O	-13	0.7	0
76	Oc1ccccc1C1=Nc2ccccc2N=C(c2ccco2)C1	-12	-0.4	26
77	COC(=O)c1[nH]c2ccccc2c1NC(=O)CN1CCN(c2cccc(OC)c2)C(C)C1 (stereo not given)	1	-0.5	48
78	CCSc1nc(C)cc(Oc2ccc(=O)n(C)n2)n1	-8	-0.1	6
79	CCn1c(SCC(=O)Nc2cc(C)ccc2C)nc2c(c1=O)SC(C)C2 (stereo not given)	-34	-0.3	19
80	CN(C)c1ccc(/C=N/NC(=O)c2cccc(C(=O)N/N=C/c3ccc(N(C)C)cc3)n2)cc1	-16	0.3	14
81	Cc1ccc(NC(=O)C(=O)NCC2CCCO2)cc1C (stereo not given)	-6	0.0	8
82	COC(=O)c1sc2nc3c(cc2c1N)CCCC3	-2	-0.1	44
83	COc1ccc2nc(SCC(=O)NC3CCCC3)c(C)cc2c1	-37	-1.2	22
84	CS(=O)(=O)c1ccc2nc(NC(=O)CS(=O)(=O)Cc3ccccc3)sc2c1	11	-1.5	71*
85	O=C(CC1(C(F)(F)F)OCCO1)Nc1ccc2c(c1)OCO2	16	0.2	-4
86	CCOC(=O)C1=C(C)NC2=C(C(=O)CCC2)C1c1ccc(O)c(OCC)c1 (stereo not given)	-30	-2.2	12
87	Cc1ccc(OCC(=O)N2CCC(Cc3ccccc3)CC2)c([N+](=O)[O-])n1	-14	-1.3	-4
88	CCSc1nnc(Nc2ccccc2)s1	-16	-0.5	23
89	COc1ccc2c(c1)C(SCC(=O)NCCc1ccccc1)CC(C)(C)O2 (stereo not given)	-32	-0.4	16
90	COc1ccc2[nH]c(=O)c(CN(C)C(=O)c3cccs3)cc2c1	-16	-2.7	5

The list continues.
entry	Molecule	OX1R antag-1	STK33 inh	OX1R antag-2
91	Nc1ccc(Cl)cc1C(=O)OCC(=O)NC1CCS(=O)(=O)C1 (stereo not given)	-2	-0.2	26
92	CC1Oc2ccccc2N(CC(=O)N2CCCC2)C1=O (stereo not given)	-16	0.7	13
93	CCOc1ccccc1CNc1ccc(N2CCOCC2)c(C(=O)O)c1	-6	0.3	6
94	OCC1(Cc2ccccc2Cl)CCN(C/C=C/c2ccccc2)CC1	-23	-0.5	9
95	Cc1ccc(-c2cnc(NCc3cc4c(cc3[N+](=O)[O-])OCO4)n2C)cc1C	-26	-1.7	34
96	COc1ccc(CNc2cc(C)cc(C)c2)cc1OC	-16	-1.8	6
97	N=c1oc2ccccc2cc1C(=O)NCc1ccccc1	-6	-2.4	9
98	COc1ccc(/C=C2\SC(=N)N(c3ccc(F)cc3)C2=O)cc1OC	7	-0.4	39
99	C=CCn1c(=O)c2ccccc2n2c(SCC(=O)/C(C#N)=C(\C)N)nnc12	-8	-2.2	2
100	CCC(=O)Nc1ccc(NC(=O)c2ccco2)cc1	-3	-0.2	19
101	COc1ccc(S(=O)(=O)N2CCCCC2)cc1NC(=O)CCNC(=O)c1ccc(Br)cc1	-33	-0.1	19
